Screens as filed in PubChem BioAssay.
CHO-K1 Ca ag: counter-screen for M1 agonists: effect in parental CHO-K1 cells. AID 602248. activation, % at 3 µM. Fluo-8 calcium fluorescence; scaled to maximal ATP response, vehicle zero. 360,000 compounds, 0.48% hits; in the data active = activation above about 15%;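 also: untransfected CHO-K1 host cells lacking M1 receptor as counterscreen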
M1 ag: activates human CHRM1 receptor; P11229; CHO-K1 hM1, Fluo-8 calcium fluorescence, agonist mode; 0% DMSO, 100% acetylcholine EC100; activation, % at 3 µM; 360,000 compounds, 0.33% hits; AID 588814;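 active = activation above the run's mean compound activation plus 3 SD, cut at about 16% in these data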;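 also: peak over basal fluorescence ratio within a 140 s kinetic read after compound addition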
Target sequence (P11229 whole entry, looked up): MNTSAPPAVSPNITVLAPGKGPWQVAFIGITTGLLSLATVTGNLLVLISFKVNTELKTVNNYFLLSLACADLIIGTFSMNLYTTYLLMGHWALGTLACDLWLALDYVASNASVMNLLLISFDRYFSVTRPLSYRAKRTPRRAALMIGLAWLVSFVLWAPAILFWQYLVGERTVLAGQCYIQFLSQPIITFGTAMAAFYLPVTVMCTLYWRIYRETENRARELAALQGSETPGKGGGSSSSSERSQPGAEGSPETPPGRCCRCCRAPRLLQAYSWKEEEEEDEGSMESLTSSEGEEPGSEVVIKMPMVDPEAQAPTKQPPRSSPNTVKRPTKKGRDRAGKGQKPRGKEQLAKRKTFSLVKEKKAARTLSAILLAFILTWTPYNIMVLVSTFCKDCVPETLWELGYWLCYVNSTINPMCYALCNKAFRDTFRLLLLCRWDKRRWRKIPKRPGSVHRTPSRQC
CHO-K1 Ca PAM: M1 PAM counterscreen hit in parental CHO-K1 cells. ATP EC20, Fluo-8 calcium fluorescence; 0% at ATP EC20, 100% at ATP max. activation, % at 3 µM. 360,000 compounds, 0.02% hits. AID 602247;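 active = activation above the run cutoff, the mean activation of all test compounds plus 3 SD, cut at about 40% in these data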;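 also: peak over basal fluorescence ratio in a 140 s read after ATP addition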
CHRM1 antagonist: blocks human M1 muscarinic receptor; CHO-K1 hM1, Fluo-8 calcium fluorescence, ACh EC80 antagonist; inhibition, % at 3 µM; 360,000 compounds, 1.3% hits; AID 588852;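 active = percent inhibition above its own plate's cutoff, namely the mean of that plate's compound wells plus 3 SD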;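 also: peak over basal fluorescence ratio during 140 s after agonist addition; 0% = ACh EC80 plus DMSO and 100% = DMSO alone without agonist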
TAAR1 agonist: agonists of human TAAR1. Q96RJ0. CHO RD-HGA16 TAAR1, Fluo-8 calcium fluorescence; vehicle wells 0%, saturating PEA agonist 100%. activation, % at 3 µM. 360,000 compounds, 0.99% hits. AID 624467;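 active = activation above the mean activation of all test compounds in the run plus 3 SD, cut at about 38% in these data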
Target sequence (Q96RJ0 whole entry, looked up): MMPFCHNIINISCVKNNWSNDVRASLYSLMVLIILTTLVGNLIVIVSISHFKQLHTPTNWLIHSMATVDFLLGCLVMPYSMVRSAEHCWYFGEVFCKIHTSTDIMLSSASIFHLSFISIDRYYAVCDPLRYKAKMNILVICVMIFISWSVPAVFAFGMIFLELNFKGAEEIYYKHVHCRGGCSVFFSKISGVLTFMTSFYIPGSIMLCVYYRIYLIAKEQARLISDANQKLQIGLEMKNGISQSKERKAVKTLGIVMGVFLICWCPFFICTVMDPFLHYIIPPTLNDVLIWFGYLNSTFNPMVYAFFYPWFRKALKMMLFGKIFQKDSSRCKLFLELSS
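Test system: RD-HGA16 (CHO) cells co-expressing Gα16 and hTAAR1; dosing: one-point dosing at 3 µM (nominal); timing: 17-24 h seeding, 75 min 37 °C dye, 30 min RT; signal: kinetic Fluo-8 calcium fluorescence; read-out basis: % activation relative to PEA EC100 response; controls: DMSO and PEA EC100; replicates: n 1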
TAAR1 antagonist: antagonists of human TAAR1; Q96RJ0; CHO RD-HGA16 TAAR1, Fluo-8 calcium fluorescence, antagonist; inhibition, % at 3 µM; 360,000 compounds, 1.5% hits;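 active = inhibition above a per-plate cutoff, the mean inhibition of test compounds on that plate plus 3 SD, cut at about 49% in these data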;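 also: 0% = DMSO plus EC80 beta-PEA response and 100% = DMSO alone without agonist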
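Material: CHO RD-HGA16 cells bearing hTAAR1; compound dosing: one-point dosing, 3 µM nominal final; schedule: dye loading 75 min at 37 °C, then 30 min room temperature; measured by: calcium fluorescence with Fluo-8; control set: vehicle and agonist controls; replication: n of 1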
CHO parental Ca: counter-screen for OX1R antagonists: effect in parental CHO cells; parental CHO-K1, ATP-induced calcium, Fluo-8 fluorescence; inhibition, % at 5.6 µM; 330,000 compounds, 0.63% hits;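 active = inhibition above that plate's mean sample inhibition plus 3 SD, cut at about 26% in these data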;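 also: 0% = ATP-challenged DMSO wells and 100% = DMSO wells without ATP; some compounds past the cut are filed as inactive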
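Test system: untransfected parental CHO cell line; also added: ATP stimulus; dosing: 5.6 µM, single dose; signal: calcium-sensitive Fluo-8 fluorescence; measure: percent inhibition of ATP-evoked calcium rise, normalized to controls; benchmarks: low control ATP plus DMSO, high control DMSO only; replication: one well per compound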
M1 PAM: positive allosteric modulators of human M1 muscarinic receptor; P11229; activation, % at 3 µM; AID 588819; CHO-K1 hM1, Fluo-8 calcium fluorescence, ACh EC20; 0% = ACh EC20, 100% = maximal ACh; 360,000 compounds, 0.088% hits; in the data active = activation above about 19%, passing the limit was not always enough
CHO-K1 Ca antag: nonselective inhibitor or artifact in parental CHO-K1 cells. 360,000 compounds, 0.6% hits. inhibition, % at 3 µM. ATP-induced calcium, Fluo-8 fluorescence;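 active = inhibition above a per-plate cutoff, the plate's mean sample inhibition plus 3 SD, cut at about 24% in these data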;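 also: 0% = DMSO plus EC80 ATP and 100% = DMSO alone without ATP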
* hit, by the source's call.

For Cc1ccc(C(=O)Nc2ccccc2C(=O)N2CC3(C)CC2CC(C)(C)C3)cc1 (stereo unspecified) the results were CHO-K1 Ca ag 0.4, M1 ag -1, CHO-K1 Ca PAM 1, CHRM1 antagonist 6, TAAR1 agonist 17, TAAR1 antagonist 31, CHO parental Ca -18, M1 PAM 0 and CHO-K1 Ca antag -8.
CCCN(CCC)c1ncnc2nc[nH]c12 was read as CHO-K1 Ca ag -0.4, M1 ag -4, CHO-K1 Ca PAM -4, CHRM1 antagonist 19, TAAR1 agonist -2, TAAR1 antagonist 7, CHO parental Ca -9, M1 PAM -11 and CHO-K1 Ca antag 29*.
Screening CC(CC(=O)O)CC(=O)Nc1ccccc1C(=O)O (stereo unspecified) returned CHO-K1 Ca ag 7.2, M1 ag -1, CHO-K1 Ca PAM 0, CHRM1 antagonist -7, TAAR1 agonist 5, TAAR1 antagonist 7, CHO parental Ca -3, M1 PAM 5 and CHO-K1 Ca antag -13.
For CCOc1ccc2c(CC)cc(=O)oc2c1OCC the results were CHO-K1 Ca ag 0.2, M1 ag 6, CHO-K1 Ca PAM 19, CHRM1 antagonist 0, TAAR1 agonist -2, TAAR1 antagonist -4, CHO parental Ca 0, M1 PAM 3 and CHO-K1 Ca antag 3.
`CCC(NC(=O)Cc1c(C)c2cc3c(cc2oc1=O)OC(C)(C)CC3)C(=O)O` (stereo unspecified) gave CHO-K1 Ca ag 0.7, M1 ag -5, CHO-K1 Ca PAM 0, CHRM1 antagonist -11, TAAR1 agonist 3, TAAR1 antagonist -4, CHO parental Ca -6, M1 PAM 8 and CHO-K1 Ca antag 1.
Cc1ccc(NS(=O)(=O)c2cccc(C(=O)N/N=C/c3ccc4c(c3)OCCO4)c2)c(C)c1 was read as CHO-K1 Ca ag 3.2, M1 ag -6, CHO-K1 Ca PAM 12, CHRM1 antagonist 0, TAAR1 agonist 7, TAAR1 antagonist 39, CHO parental Ca -24, M1 PAM -8 and CHO-K1 Ca antag -1.
Cc1ccc(CN2CC(N3CCN(C)CC3)CS2(=O)=O)cc1 (stereo unspecified) was read as CHO-K1 Ca ag 0.2, M1 ag -10, CHO-K1 Ca PAM 11, CHRM1 antagonist 2, TAAR1 agonist 0, TAAR1 antagonist -8, M1 PAM 5 and CHO-K1 Ca antag 13.
`C/C(CC(=O)Nc1ccc(Cl)cc1Cl)=N\NC(=O)c1cnccn1` gave CHO-K1 Ca ag 0.1, M1 ag -4, CHO-K1 Ca PAM 10, CHRM1 antagonist -21, TAAR1 agonist 0, TAAR1 antagonist -2, CHO parental Ca -9, M1 PAM 10 and CHO-K1 Ca antag 5.
`CCOc1ccc(NC(=O)COC(=O)c2ccc(S(=O)(=O)N3CCOCC3)cc2)cc1` gave CHO-K1 Ca ag 4.0, M1 ag -2, CHO-K1 Ca PAM -1, CHRM1 antagonist -4, TAAR1 agonist -4, TAAR1 antagonist 14, CHO parental Ca -3, M1 PAM 6 and CHO-K1 Ca antag -5.
For Cc1ccc(N2CC(C(=O)N3CCN(C(=O)c4ccco4)CC3)CC2=O)cc1 (stereo unspecified) the results were CHO-K1 Ca ag -1.0, M1 ag -4, CHO-K1 Ca PAM 15, CHRM1 antagonist -9, TAAR1 agonist 0, TAAR1 antagonist -7, CHO parental Ca -11, M1 PAM 9 and CHO-K1 Ca antag -8.
For Cc1cccc(N2CCN(C(c3cccs3)c3nnnn3C(C)(C)C)CC2)c1C (stereo unspecified) the results were CHO-K1 Ca ag 0.6, M1 ag -4, CHO-K1 Ca PAM 9, CHRM1 antagonist -5, TAAR1 agonist 5, TAAR1 antagonist 5, CHO parental Ca -21, M1 PAM 0 and CHO-K1 Ca antag -13.
O=C1CSC(c2cccc(O)c2)N1Cc1ccccc1 (stereo unspecified) was read as CHO-K1 Ca ag 5.9, M1 ag -8, CHO-K1 Ca PAM 3, CHRM1 antagonist -3, TAAR1 agonist 5, TAAR1 antagonist 2, CHO parental Ca -11, M1 PAM 4 and CHO-K1 Ca antag -18.
`COc1cc(NC(=O)C2CCCN2C(=O)C2CCC(C)CC2)cc(OC)c1OC` (stereo unspecified) gave CHO-K1 Ca ag -0.5, M1 ag -4, CHO-K1 Ca PAM 2, CHRM1 antagonist -14, TAAR1 agonist 0, TAAR1 antagonist -22, CHO parental Ca -28, M1 PAM 8 and CHO-K1 Ca antag -4.
`CC(=O)NNC(=S)NC(=O)c1ccc(C)cc1` gave CHO-K1 Ca ag 3.0, M1 ag -4, CHO-K1 Ca PAM 8, CHRM1 antagonist -3, TAAR1 agonist 1, TAAR1 antagonist 1, CHO parental Ca 2, M1 PAM 2 and CHO-K1 Ca antag -13.
Screening Cc1[nH]c2ccccc2c1CCN(Cc1cccnc1)C(=S)Nc1cccc(F)c1 returned CHO-K1 Ca ag 0.9, M1 ag -5, CHO-K1 Ca PAM -10, CHRM1 antagonist -3, TAAR1 agonist 4, TAAR1 antagonist 0, CHO parental Ca -18, M1 PAM 4 and CHO-K1 Ca antag -3.
`Cc1ccc(CNc2ccc(O)cc2)cc1` gave CHO-K1 Ca ag -0.4, M1 ag -3, CHO-K1 Ca PAM -4, CHRM1 antagonist 7, TAAR1 agonist 4, TAAR1 antagonist -1, M1 PAM 1 and CHO-K1 Ca antag 13.
`Oc1ccc(Cl)cc1C(C#Cc1ccccc1)N1CCOCC1` (stereo unspecified) gave CHO-K1 Ca ag 0.8, M1 ag -4, CHO-K1 Ca PAM 26, CHRM1 antagonist -12, TAAR1 agonist 1, TAAR1 antagonist -12, CHO parental Ca -14, M1 PAM 5 and CHO-K1 Ca antag -16.
CCCCOc1ccc(-c2ncc(C(=O)O)c(C)n2)cc1 was read as CHO-K1 Ca ag 0.1, M1 ag -3, CHO-K1 Ca PAM 2, CHRM1 antagonist -15, TAAR1 agonist 3, TAAR1 antagonist -7, CHO parental Ca -1, M1 PAM 1 and CHO-K1 Ca antag -3.
Screening CCOC(=O)C1CCCN(CC(=O)Nc2nc(-c3ccccc3)cs2)C1 (stereo unspecified) returned CHO-K1 Ca ag 3.2, M1 ag -6, CHO-K1 Ca PAM 18, CHRM1 antagonist -4, TAAR1 agonist 4, TAAR1 antagonist 20, CHO parental Ca -27, M1 PAM -4 and CHO-K1 Ca antag -6.
Screening Cc1c(C(=O)O)c(-c2ccccc2)nn1-c1ccccc1 returned CHO-K1 Ca ag 0.1, M1 ag -1, CHO-K1 Ca PAM 15, CHRM1 antagonist -25, TAAR1 agonist 10, TAAR1 antagonist -8, CHO parental Ca -14, M1 PAM 6 and CHO-K1 Ca antag -3.
Screening COc1ccnc(N2CCN(c3ccccc3)CC2)c1C#N returned CHO-K1 Ca ag 1.6, M1 ag -1, CHO-K1 Ca PAM -9, CHRM1 antagonist 3, TAAR1 agonist 12, TAAR1 antagonist -2, CHO parental Ca -9, M1 PAM -6 and CHO-K1 Ca antag 14.
For CCn1c(Cc2ccccc2)nnc1SCC(=O)Nc1ccccc1F the results were CHO-K1 Ca ag 1.4, M1 ag -5, CHO-K1 Ca PAM 10, CHRM1 antagonist -10, TAAR1 agonist 0, TAAR1 antagonist 11, CHO parental Ca -17, M1 PAM 10 and CHO-K1 Ca antag -14.
COc1ccccc1CC(=O)NNC(=O)c1cccs1 was read as CHO-K1 Ca ag 0.1, M1 ag -3, CHO-K1 Ca PAM 6, CHRM1 antagonist 2, TAAR1 agonist 1, TAAR1 antagonist 19, CHO parental Ca -5, M1 PAM 2 and CHO-K1 Ca antag -8.
Screening COc1cc(NC(=O)C2CCCN(c3ncnc4c3nc3n4CCCCC3)C2)cc(OC)c1OC (stereo unspecified) returned CHO-K1 Ca ag -0.2, M1 ag -1, CHO-K1 Ca PAM -8, CHRM1 antagonist 2, TAAR1 agonist 0, TAAR1 antagonist -38, CHO parental Ca -17, M1 PAM 11 and CHO-K1 Ca antag 7.
For Cc1cc(CNC(=O)C(C)Cc2ccccc2)nn1C (stereo unspecified) the results were CHO-K1 Ca ag 0.0, M1 ag -5, CHO-K1 Ca PAM 8, CHRM1 antagonist 2, TAAR1 agonist 7, TAAR1 antagonist 5, CHO parental Ca -6, M1 PAM 6 and CHO-K1 Ca antag -9.
O=[N+]([O-])c1ccccc1S(=O)(=O)N(CC1CO1)c1ccccc1 (stereo unspecified) was read as CHO-K1 Ca ag 1.0, M1 ag -3, CHO-K1 Ca PAM 16, CHRM1 antagonist -3, TAAR1 agonist -2, TAAR1 antagonist -6, CHO parental Ca -1, M1 PAM 13 and CHO-K1 Ca antag -21.
`COc1ccc(S(=O)(=O)N2CCCC2)c2ccccc12` gave CHO-K1 Ca ag -0.1, M1 ag -1, CHO-K1 Ca PAM 10, CHRM1 antagonist 11, TAAR1 agonist 3, TAAR1 antagonist -2, CHO parental Ca -14, M1 PAM -6 and CHO-K1 Ca antag -1.
COc1ccc(C(=O)N2CCN(Cc3ccccc3[N+](=O)[O-])CC2)cc1 was read as CHO-K1 Ca ag 0.4, M1 ag -5, CHO-K1 Ca PAM -4, CHRM1 antagonist -3, TAAR1 agonist 0, TAAR1 antagonist 19, CHO parental Ca -2, M1 PAM 2 and CHO-K1 Ca antag 2.
For O=C(C[C@H]1C/C=C\CC[C@H](Cc2ccc(F)cc2)C(=O)OC[C@H]2CCCN2C1=O)N[C@H](CO)Cc1ccccc1 the results were CHO-K1 Ca ag 3.9, M1 ag -1, CHO-K1 Ca PAM 5, CHRM1 antagonist -6, TAAR1 agonist 11, TAAR1 antagonist 21, CHO parental Ca -12, M1 PAM 0 and CHO-K1 Ca antag 7.
Screening CSc1ccccc1C(=O)Nc1ccc2c(c1)OCCO2 returned CHO-K1 Ca ag -0.2, M1 ag -5, CHO-K1 Ca PAM 13, CHRM1 antagonist -6, TAAR1 agonist 2, TAAR1 antagonist 9, CHO parental Ca -3, M1 PAM 1 and CHO-K1 Ca antag -7.
For Cc1ccc(C)c(OCc2nnc(NC(=O)c3ccco3)s2)c1 the results were CHO-K1 Ca ag 1.1, M1 ag -2, CHO-K1 Ca PAM 20, CHRM1 antagonist -3, TAAR1 agonist 3, TAAR1 antagonist 6, CHO parental Ca 9, M1 PAM 2 and CHO-K1 Ca antag -10.
C[C@@H]1COC(=O)[C@H](NC(=O)OCC2c3ccccc3-c3ccccc32)C/C=C\C[C@@H](CC(=O)N(CCO)Cc2ccccc2)C(=O)N1 was read as CHO-K1 Ca ag -0.2, M1 ag -11, CHO-K1 Ca PAM 7, CHRM1 antagonist 8, CHO parental Ca -24, M1 PAM -2 and CHO-K1 Ca antag -5.
CCCCNC(=O)CCn1c(=O)c2cccn2c2ccc(F)cc21 was read as CHO-K1 Ca ag 1.6, M1 ag -4, CHO-K1 Ca PAM 7, CHRM1 antagonist -4, TAAR1 agonist 0, TAAR1 antagonist 9, M1 PAM 5 and CHO-K1 Ca antag -14.
